aSyn yeast inh = rescues yeast growth from alpha-synuclein toxicity. hit rate 0.14% among 370,000. Yeast expressing alpha-synuclein, growth rescue, BacTiter-Glo, 24 h. Potency, µM (top dose mostly 46.1 µM), for inactives: at the top dose growth rescue (activation), actives largely listed as activators. AID 652106; also: % of control where 0% means no effect; nearly all actives have a fitted effect of over 65% in size
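Readout is rescue of growth in alpha-synuclein-expressing yeast, so inhibitors of toxicity appear as activators. Growth after 24 hr at 30 deg C in galactose medium is quantified by luminescence.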
EPAC1 antagonist = EPAC1 (human) antagonism. O95398. EPAC1 GEF assay, Rap1b-BODIPY-GDP exchange fluorescence. Potency, µM (top dose mostly 115 µM), inactives show at the top dose activity change, negative = inhibition, most hits filed as inhibitors. hit rate 0.14% among 360,000;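 also: plate controls were vehicle for no effect and positive control for full effect; nearly all actives have a fitted effect of over 50% in size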
Target sequence (O95398 whole entry, looked up): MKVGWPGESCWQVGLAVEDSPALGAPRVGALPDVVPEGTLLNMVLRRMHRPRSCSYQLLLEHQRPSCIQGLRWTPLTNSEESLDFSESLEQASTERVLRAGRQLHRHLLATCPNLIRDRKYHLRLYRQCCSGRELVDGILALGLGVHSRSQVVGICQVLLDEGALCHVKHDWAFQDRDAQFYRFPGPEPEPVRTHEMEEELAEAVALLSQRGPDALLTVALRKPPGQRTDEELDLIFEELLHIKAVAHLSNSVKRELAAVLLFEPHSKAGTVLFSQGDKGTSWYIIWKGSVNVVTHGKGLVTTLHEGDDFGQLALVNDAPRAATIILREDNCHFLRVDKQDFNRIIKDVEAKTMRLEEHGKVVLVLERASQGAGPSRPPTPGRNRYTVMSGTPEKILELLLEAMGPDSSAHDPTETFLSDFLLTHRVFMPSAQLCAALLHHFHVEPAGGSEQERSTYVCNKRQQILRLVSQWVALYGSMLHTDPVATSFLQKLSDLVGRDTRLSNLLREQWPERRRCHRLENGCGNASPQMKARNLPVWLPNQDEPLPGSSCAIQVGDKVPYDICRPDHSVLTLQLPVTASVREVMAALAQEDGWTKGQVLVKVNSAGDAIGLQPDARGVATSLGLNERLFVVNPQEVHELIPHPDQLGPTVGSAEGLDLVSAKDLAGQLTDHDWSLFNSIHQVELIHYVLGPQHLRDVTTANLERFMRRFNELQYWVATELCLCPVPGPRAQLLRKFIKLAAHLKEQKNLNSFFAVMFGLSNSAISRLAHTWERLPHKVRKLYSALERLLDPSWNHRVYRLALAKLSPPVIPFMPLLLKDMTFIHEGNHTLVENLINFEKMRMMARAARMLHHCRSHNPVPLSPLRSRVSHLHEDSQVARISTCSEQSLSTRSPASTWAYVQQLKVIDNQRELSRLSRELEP
EPAC2 ag = EPAC2 (human) agonism; EPAC2 activation, biochemical qHTS; response scale: 100% = 6.5 mM cAMP response; Potency, µM (doses to about 154 µM), for inactives: top-dose activation, usual class: activators; hit rate 0.079% among 360,000; AID 720711; also: nearly all actives have a fitted effect of over 50% in size
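Each well held 100 nM EPAC2, 250 nM RAP1B-BODIPY-GDP and 50 uM GDP. Fluorescence, read at 5-min intervals to 30 min, was referenced to a 6.5 mM cAMP positive control.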
PTHR1 ag = agonists of human PTHR1 parathyroid hormone receptor. HEK293 GP2 PTHR1 cells, GloSensor cAMP luminescence, 1 h. Potency, µM (titrated, usually from 115 µM), inactives show top-dose activation, usual class: activators. hit rate 0.075% among 410,000; also: nearly all actives have a fitted effect of over 55% in size; some results filed as inactive show a strong effect at the top dose; inactives centre near -15; many of its hits are not listed in these tables
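HEK-293-derived GP2 cells expressing PTHR1 and a GloSensor cAMP reporter, 3,000/well, plated overnight, given luciferin plus IBMX (each 0.5 mM as added) for 1 h at 37 °C, then compound for 1 h at 37 °C. Luminescence was read after 15 min at room temperature.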
FUS yeast rescue = FUS proteinopathy suppression in yeast; S. cerevisiae FUS-expressing, growth rescue, OD600, 24 h; Potency, µM (doses to about 76.6 µM), for inactives: at the highest dose growth rescue (activation), most hits filed as activators; hit rate 0.24% among 390,000; AID 1347120;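 also: plate controls were DMSO vehicle for no effect and reference control for full effect; nearly all actives have a fitted effect of over 55% in size; some results filed as inactive show a strong effect at the top dose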
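Quantitative HTS measuring growth restoration of FUS-toxic yeast. Galactose-induced cells (OD 0.005) were exposed 24hr at 30C to compounds at several concentrations, then absorbance at 600 nm was recorded.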
EPAC2 antagonist = blocks human EPAC2 exchange factor; Q8WZA2; EPAC2 GEF exchange of Rap1B-BODIPY-GDP, fluorescence; Potency, µM (doses to about 114 µM), without a hit: at the top dose activity, negative = inhibition, hits mostly inhibitors; hit rate 0.18% among 360,000; also: % is scaled to controls: 0 for no effect and ±100 for the full control effect; nearly all actives have a fitted effect of over 45% in size; many of its hits are not listed in these tables
TDP43 rescue = inhibitors of TDP-43 toxicity in yeast; TDP-43 expressing yeast growth rescue, BacTiter-Glo, 24 h; Potency, µM (series often up to 46.1 µM), for the others: at the top dose growth rescue (activation), hits mostly activators; hit rate 1.8% among 410,000; also: % of control where 0% means no effect; nearly all actives have a fitted effect of over 50% in size
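Yeast cells expressing TDP-43 under galactose induction are exposed to compounds for 24 hr at 30 deg C. BacTiter-Glo luminescence measures growth, so protective compounds score as activators.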
EPAC1 ag = agonists of human EPAC1; Potency, µM (highest dose often 154 µM), inactives show at the highest dose activation, most hits filed as activators; EPAC1 agonist qHTS, biochemical assay; response scale: 100% = response to 6.5 mM cAMP; hit rate 0.073% among 360,000; O95398; also: nearly all actives have a fitted effect of over 60% in size
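EPAC1 100 nM, Rap1B–BODIPY-GDP 250 nM, unlabeled GDP 50 uM; compound titration; 5 min RT; kinetic read ex480/em540 at 5-min intervals ×30 min; data normalized to 6.5 mM cAMP agonist control.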
* marks the source's active call; other numbers are inactive results; i = inactive; ? = inconclusive; · = not tested or not shown; [ ] = another dose, or the depositor's remark. Calls follow the shape of the dose curve; as a rule, active = well fitted curve in the direction sought with a large enough effect; inconclusive = small, poorly fitted or top-dose-only effect, or another doubt; inactive = no such curve, though single readings can be large; an effect the other way counts as inactive or inconclusive. Potency is read from the fitted curve at half-maximal effect. A portion of the library; the hit share may differ from the screen's.

compound | EPAC1 antagonist | FUS yeast rescue | EPAC1 ag | aSyn yeast inh | TDP43 rescue | PTHR1 ag | EPAC2 antagonist | EPAC2 ag
COc1ccc(N(CC(O)CN2CCCCC2)S(=O)(=O)c2ccc(C)cc2)cc1 (configuration not stated) | 14.1% | 16.1% | 0.9% | -14.6% | 8.8% | -0.5%[57.5 µM] | 7.5% | -3.2%
Cc1cc(-c2nnnn2-c2cc(Cl)cc(Cl)c2)no1 | 6.2% | -6.1% | 0.9% | 2.3% | 6.5% | i | 0.8% | 9.7%
O=C(/C=C/c1ccc([N+](=O)[O-])cc1)NCCc1ccccc1 | 1.5% | -19.2% | 5.3% | 0.0% | 1.2% | i | 0.1%[57.1 µM] | 9.8%
CCc1ccc(N(CC)C(=O)c2cn(C)c(=O)c3ccccc23)cc1 | 6.2% | 10.6% | -1.5% | -0.7% | 10.5% | -8.8% | -21.9% | 1.3%
O=C(OCC(=O)N1CCN(c2ccccc2)CC1)c1nc(Cl)ccc1Cl | 13.1% | 9.8% | -1.9% | 7.6% | 13.8% | -17.5% | 16.1% | 4.9%
CN(C)c1nc(Oc2ccc(/C=N/O)cc2)nc(N(C)C)n1 | -7.9% | 13.9% | 2.7% | -3.5% | 9.3% | -1.0%[57.5 µM] | 0.3% | 1.7%
CC1(C)CC(=O)/C(=N/Nc2ccc(Cl)cc2)CO1 | 9.4% | 0.0% | -16.8% | 0.4% | 9.3% | -36.4% | 5.0% | 5.2%
C/C(N)=C(/C#N)C(=O)COC(=O)c1cc2c(s1)CCC(C)C2 (configuration not stated) | -21.4% | 24.2% | 0.5% | -1.0% | ? | -16.1% | -1.4% | 9.4%
O=C(COc1ccc(Cl)cc1Cl)NCCN1CCCC1 | 4.2% | -19.3% | 7.0% | ? | 11.6% | i | 2.9% | 1.7%
COc1ccc(C2c3cc(OC)c(OC)cc3CC3C(=O)OCC32)cc1OC (configuration not stated) | -1.7% | ? | 2.1% | 2.8% | -5.8% | -21.5% | 1.4% | 8.4%
C[C@@]12C(=O)Nc3cc(F)c(F)cc3C(=O)N1[C@H]1c3cc(Cl)ccc3OC[C@@H]1[C@@H]2c1ccccc1 | -1.5% | ? | 8.5% | -15.0% | 29.5% | -44.7%[inhibitor] | -3.8% | 13.4%
O=C(CSc1ccc(-c2ccco2)nn1)NCc1ccc(Cl)cc1 | 6.8% | · | 4.9% | -15.8% | 21.1% | i | 2.5% | 2.8%
COc1cc(/C=C(\C#N)C(=O)Nc2ccccc2F)ccc1OCCN1CCOCC1 | -13.5% | 22.1% | -23.1% | -3.1% | -21.3% | -70.0%[inhibitor] | -0.9% | 2.7%
COc1ccc(-c2cn3cc(Br)cnc3n2)cc1 | -23.1% | 15.3% | 2.4% | -5.9% | · | 3.1% | -8.8% | 3.1%
Cc1ccc(C(=O)Nc2ccccc2C(=O)Nc2ccccn2)cc1Cl | -3.8% | 13.6% | -2.5% | -3.3% | -13.7% | 16.2% | 4.8% | 3.3%
CCN(CC)Cc1c(O)ccc2cc(-c3nc4ccccc4n3C)c(=O)oc12 | -5.6% | 14.8% | -8.1% | 6.9% | -16.6% | -17.3% | 12.1% | 4.8%
CC1=CCC[C@@H]2[C@@](C)(CC/C(C)=C/C(=O)O)[C@H](C)CC[C@@]12C | ? | -5.9% | -18.8% | 15.8% | -0.2% | -16.2% | 31.6µM* | -8.9%
CCOC(=O)c1cc[nH]c1C | -5.5% | 7.4% | 7.5% | -4.7% | 19.8% | -23.7% | 0.6% | 7.6%
O=C(Nc1ccc(Br)cc1)c1cc([N+](=O)[O-])cc([N+](=O)[O-])c1 | -19.4% | 16.7% | 4.0% | 2.2% | 23.3% | i | -11.6% | 1.8%
O=S(=O)(Nc1nc(CN2CCOCC2)nc2sc3c(c12)CCCC3)c1cc(F)ccc1F | 7.1% | ? | 0.8% | 12.8% | ? | i | 9.0% | -3.7%
O=C1/C(=C/c2ccccc2)CN(C(=O)CCN2CCOCC2)C/C1=C\c1ccccc1 | -16.4% | · | -5.8% | -12.8% | -28.4% | -94.8%[inhibitor] | -8.4% | 8.8%
COc1cccc(/C=N/NC(=O)CN(C)S(=O)(=O)c2ccccc2)c1OC | -2.9% | · | 14.3% | -0.4% | -10.4% | i | 2.4% | 6.6%
O=C(Nc1ccc(-c2noc(CCc3ccccc3)n2)cc1)c1cccnc1 | -8.9% | 4.3% | -1.9% | 3.0% | 27.7% | -11.4% | -9.3% | 1.8%
O=C(Nc1c2c(nn1-c1ccc(F)cc1)CS(=O)(=O)C2)c1ccc2c(c1)OCO2 | 10.7% | 0.4% | -10.0% | -0.2% | -0.5% | i | 1.8% | 4.8%
COc1ccc(CCNC(=O)C(=O)NCc2ccc(C)cc2)cc1OC | 3.5% | 18.0% | 4.7% | 0.0% | -11.8% | -13.2%[57.5 µM] | -3.9% | 0.5%
COc1ccc(N2CCN(CC(O)COC(c3ccccc3)c3ccccc3)CC2)cc1 (configuration not stated) | 4.6% | 16.7% | 7.3% | -0.1% | -9.2% | i | -26.5% | 6.0%
COc1ccc(N(CC(=O)NN=C2CCCCCCC2)S(=O)(=O)c2ccccc2)cc1Cl | -15.8% | ? | 2.9% | 2.0% | 8.6% | i | -2.0% | 7.7%
O=C(O)COc1ccc(C(=O)c2ccccc2)cc1 | -5.5% | -22.0% | -0.9% | -6.1% | 7.0% | i | 12.2% | 0.6%
CCn1nc(C(=O)N2CCc3ccccc32)c2ccccc2c1=O | 8.0% | · | -15.0% | 6.4% | 3.7% | -13.2% | 0.0% | -0.2%
Cc1ccc(N2C(=O)c3ccccc3NC2C(C)Cc2ccc3c(c2)OCO3)cc1 (configuration not stated) | 5.1% | 10.3% | -1.3% | · | ? | -19.4% | 7.5% | 13.6%
O=C(NCc1cccnc1)c1ccc(CS(=O)(=O)c2ccc(Br)cc2)o1 | -9.4% | 8.6% | -5.1% | -0.9% | 0.0% | -46.2%[inhibitor] | 10.9% | 5.8%
Cc1nc(NC(=O)CN2CCC(O)(c3ccc(F)cc3)CC2)sc1C | 9.9% | -22.9% | 4.5% | -1.0% | 13.5% | i | -2.0% | 4.1%
CCOC(=O)CSc1nnc(CNC(=O)c2ccc([N+](=O)[O-])cc2)n1C | -7.0% | 5.0% | 0.9% | 1.7% | -11.3% | -16.6% | -3.3% | 9.7%
CNC(=O)C(=O)Nc1c(O)c2ccccc2[nH]c1=O | 9.8% | 3.4% | 9.9% | -8.3% | -26.1% | i | -2.6% | 11.0%
Nn1cnc2scc(-c3ccco3)c2c1=O | 16.6% | 15.8% | 3.9% | 7.1% | -2.9% | i | 2.5% | -1.6%
Cc1ccc(Cl)cc1NC(=O)Nc1cccs1 | 8.1% | 16.3% | 0.1% | 1.2% | -10.3% | i | 3.0% | 2.4%
Cc1cc(C)nc(N2CCN(C(=O)c3ccc(S(=O)(=O)N4CCCCCC4)cc3)CC2)n1 | 6.9% | 2.3% | -3.6% | -1.7% | 1.1%[9.22 µM] | -32.1%[inhibitor] | 12.1% | 6.0%
O=C(CN1CCN(Cc2ccccc2)CC1)Nc1cccc(Cl)c1Cl | 10.6% | -19.5% | 0.5% | 7.4% | 18.1% | i | -10.5% | 14.9%
O=C(NN=C1CCCCCCCCCCC1)c1cccnc1 | -5.0% | -40.2% | 6.9% | -0.8% | 15.0% | -12.1% | 1.2% | 2.7%
O=C(COC(=O)c1c(F)cccc1F)Nc1cccc(S(=O)(=O)N2CCCCC2)c1 | -2.1% | 4.3% | -5.6% | 6.8% | 18.3% | i | 5.1% | 8.5%

Reprinted at random: 6 compounds from above
compound | EPAC1 antagonist | FUS yeast rescue | EPAC1 ag | aSyn yeast inh | TDP43 rescue | PTHR1 ag | EPAC2 antagonist | EPAC2 ag
COc1ccc(N(CC(=O)NN=C2CCCCCCC2)S(=O)(=O)c2ccccc2)cc1Cl | -15.8% | ? | 2.9% | 2.0% | 8.6% | i | -2.0% | 7.7%
O=C(Nc1ccc(-c2noc(CCc3ccccc3)n2)cc1)c1cccnc1 | -8.9% | 4.3% | -1.9% | 3.0% | 27.7% | -11.4% | -9.3% | 1.8%
CNC(=O)C(=O)Nc1c(O)c2ccccc2[nH]c1=O | 9.8% | 3.4% | 9.9% | -8.3% | -26.1% | i | -2.6% | 11.0%
Cc1ccc(N2C(=O)c3ccccc3NC2C(C)Cc2ccc3c(c2)OCO3)cc1 (configuration not stated) | 5.1% | 10.3% | -1.3% | · | ? | -19.4% | 7.5% | 13.6%
O=C(CN1CCN(Cc2ccccc2)CC1)Nc1cccc(Cl)c1Cl | 10.6% | -19.5% | 0.5% | 7.4% | 18.1% | i | -10.5% | 14.9%
Nn1cnc2scc(-c3ccco3)c2c1=O | 16.6% | 15.8% | 3.9% | 7.1% | -2.9% | i | 2.5% | -1.6%

Other entries follow:
compound | EPAC1 antagonist | FUS yeast rescue | EPAC1 ag | aSyn yeast inh | TDP43 rescue | PTHR1 ag | EPAC2 antagonist | EPAC2 ag
Cc1ccc(S(=O)(=O)N(C)CC(=O)OCC(=O)NCCc2ccc(S(N)(=O)=O)cc2)cc1 | -2.9% | · | -3.8% | -2.9% | -27.0% | -6.9% | 18.5% | 0.7%
Cn1c(=O)c2c(ncn2CC(=O)N2CCN(c3ccccc3F)CC2)n(C)c1=O | 5.0% | -7.6% | 5.8% | -7.6% | -1.5% | i | 4.3% | 3.4%
Cc1ccc(C(=O)NC(=S)NNC(=O)COc2ccccc2C)cc1 | -13.5% | 9.9% | 10.0% | 13.5% | -11.1%[9.22 µM] | i | 0.2% | 5.4%
Cc1ccc2oc(-c3ccc(NC(=O)CCC(=O)O)cc3)nc2c1 | · | -6.5% | · | -8.1% | 3.3% | -2.2% | · | ·
COc1cccc(Nc2ncnc3ccc(Br)cc23)c1 | 1.9% | -17.0% | 12.0% | 3.2% | 0.0% | -64.8%[inhibitor] | -13.2% | 4.1%
CCCc1cc(=O)oc2cc(OC(C)C(=O)NCC3CCC(C(=O)O)CC3)ccc12 (configuration not stated) | -10.1% | -9.0% | 3.9% | 0.6% | -11.0% | ? | 2.6% | 4.1%
COc1cccc(/C=N/NC(=O)CC2C(=O)NN=C2C)c1OC (configuration not stated) | -7.3% | 18.0% | -5.3% | 1.7% | 8.4% | 6.3% | -3.2% | 2.0%
O=C(c1ccc(F)cc1)C1CCN(C(=S)Nc2ccc(F)cc2)CC1 | -4.0% | 17.7% | 1.9% | 11.8% | 22.4µM* | -53.1%[inhibitor] | -4.7% | 5.6%
COc1ccc(C(CCN2CCOCC2)c2c(OC)cc(OC)c3c(C)cc(=O)oc23)cc1 (configuration not stated) | -19.9% | -1.3% | -13.2% | -0.9% | 7.1% | i | -18.2% | 5.4%
CCOc1cc2[nH]c(=S)n(Cc3ccc(C)o3)c(=O)c2cc1OCC | 0.7% | 12.8% | -16.1% | -3.1% | -19.9% | ? | -1.5% | -10.5%
